Compound activity deposited in PubChem BioAssay by National Center for Advancing Translational Sciences (NCATS).
MLL CXXC-DNA inh = qHTS Fluorescence Polarization Assay for Inhibitors of MLL CXXC domain - DNA interaction; Histone-lysine N-methyltransferase 2A (Homo sapiens), Q03164; MLL-CXXC / FITC-HOXA9 DNA fluorescence polarization; Potency, µM (doses to about 115 µM), for inactives: top-dose activity change, negative = inhibition, actives largely listed as inhibitors; actives 0.037% (n = 290,000); AID 2662, 2010; active = well fitted inhibition curve with a large enough effect in the polarisation, with a control signal flat, not every such curve was filed as active; inconclusive = small, poorly fitted or top-dose-only effect, or effect the other way, or a change in a side signal; inactive = no such curve, though single readings can be large or run the other way; the % refers to the polarisation; note: potency is the fitted concentration of half-maximal effect
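Fluorescence polarization: 7 uM MLL-CXXC (stock) preincubated 5 min with compounds, then 50 nM fluorescein-HOX-A9 DNA (stock) added; 30 min ambient. Buffer 50 mM Tris-HCl pH 7.5, 50 mM NaCl, 1 mM DTT, 0.05% BSA.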
KCNH2 3.1 inh = qHTS for Inhibitors of KCHN2 3.1: Mutant qHTS; Potassium voltage-gated channel subfamily H member 2, brain isoform KCNH2 3.1 (human); U2OS KCNH2 3.1, thallium flux FluxOr; active compounds read low; activity change, % (tested at about 1.8 µM); actives 0.95% (n = 340,000); AID 720553, 2013;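 active = maximum activity change below -70%; inconclusive = maximum activity change from -70% to -50%; inactive = maximum activity change above -50%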;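 note: thallium influx rate constant from kinetic fluorescence after stimulation buffer; % is set by controls: 0 for no effect and ±100 for the full control effect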
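We transduce U2OS cells with the mutant 3.1 virus, culture them overnight, load FluxOr with Red40 quencher for 45 min, then add stimulation buffer and read kinetically for 2 min to derive a normalized rate constant.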
MBNL1 CUG block = qHTS Assay for Inhibitors of MBNL1-poly(CUG) RNA binding. AID 2675, 2010. actives 0.036% (n = 280,000). Muscleblind-like protein 1 (Homo sapiens), Q9NR56. TR-FRET MBNL1-His/biotin-(CUG)12 binding, 665/545 ratio. Potency, µM (series often up to 57.5 µM), inactives show at the highest dose activity change, negative = inhibition, usual class: inhibitors; active = well fitted inhibition curve with a large enough effect in the signal ratio, with a control signal flat, not every such curve was filed as active; inconclusive = small, poorly fitted or top-dose-only effect, or effect the other way, or a change in a side signal; inactive = no such curve, though single readings can be large or run the other way; the % refers to the signal ratio; note: potency is the fitted concentration of half-maximal effect; % is set by controls: 0 for no effect and ±100 for the full control effect
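MBNL1-His + Biotin-(CUG)12, cpd titration 92 nM–58 uM; Tb anti-His Ab 0.055 ng/ul, SA-XL665 5 nM (final); 60 min RT; ratiometric 665/545 nm, Ex 340 nm; normalized to buffer and full-complex controls.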
Integrin act MD = qHTS for Activators of Integrin-Mediated Alleviation for Muscular Dystrophy; alpha7betagal myoblasts, beta-gal FDG fluorescence, 48 h; Potency, µM (top dose mostly 38.3 µM), for the others: at the top dose activation, hits mostly activators; actives 0.064% (n = 350,000); AID 624291, 2012;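 note: potency is the fitted concentration of half-maximal effect; 100% = response of the positive control SU9516; nearly all actives have a fitted effect of over 60% in size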
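alpha7betagal+/- myoblasts (passage 13, 250/well) treated 48 h at 37C with compounds at 1:260 dilution of DMSO stock. Lysed, then beta-galactosidase activity read as FDG fluorescence (ex 480/em 540) after 30 min, with pre-read for autofluorescence.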
S-ASM inh = Inhibitors of Secretory Acid Sphingomyelinase (S-ASM): qHTS; Sphingomyelin phosphodiesterase (Homo sapiens), P17405; Potency, µM (highest dose often 57.5 µM), for the others: at the highest dose activity change, negative = inhibition, usual class: inhibitors; actives 0.006% (n = 340,000); placental ASM, HMU-PC fluorogenic substrate, 60 min; AID 504937, 2011; note: potency is the fitted concentration of half-maximal effect
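Steps: dispense placental human ASM, pin compound, wait 10 min at room temperature, add HMU-PC0 substrate at 9 uM final, incubate 60 min at 37 °C, add stop solution raising pH to 10, read fluorescence.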
GALK inh = qHTS Assay for Inhibitors of Human Galactokinase (GALK). P51570. Purified GALK, Kinase-Glo residual ATP luminescence. Potency, µM (series often up to 57.5 µM), inactives show at the top dose activity change, negative = inhibition, usual class: inhibitors. actives 0.007% (n = 270,000); note: potency is the fitted concentration of half-maximal effect; % is set by controls: 0 for no effect and ±100 for the full control effect
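Compounds were pin-transferred into ATP buffer (35 uM final), then GALK plus galactose (5 nM, 100 uM final) was added. After 1 h at room temperature, Kinase-Glo Plus was added and luminescence read after 10 min.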
Coupling enz = qHTS Assay for Inhibitors of Fructose-1,6-bisphosphate Aldolase from Giardia Lamblia: Coupling assay counterscreen; coupling enzyme system counterscreen, AmpLite Red fluorescence; activity change, negative = inhibition, % at 58.2 µM, hits read low; actives 0.67% (n = 290,000); AID 2472, 2010; in the data active = activity change below about -30%; note: % is set by controls: 0 for no effect and ±100 for the full control effect
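Coupling enzymes only (glyceraldehyde-3-phosphate) + compound, at 57.5 uM final, 10 min RT; add substrate/coupling/AmpLite Red mix, 20 min RT; fluorescence ex 525/em 598 nm. Actives flag coupling-system interference.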
A-T KAP1 phos = qHTS Assay for Identifying a Potential Treatment of Ataxia-Telangiectasia; actives 0.19% (n = 320,000); […] A-T fibroblasts, KAP-1 phosphorylation AlphaLISA; neocarzinostatin DNA damage 30 min before lysis; Potency, µM (titrated, usually from 57.5 µM), inactives show top-dose activation, most hits filed as activators; note: potency is the fitted concentration of half-maximal effect; % of control where 0% means no effect; nearly all actives have a fitted effect of over 45% in size
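ATM-like activity read as KAP-1 phosphorylation via AlphaLISA donor/acceptor antibody pairs after lysis and 6 hr at 25C. Cells were ATM-null patient fibroblasts ([…], hTERT), dosed 60 min, then exposed to the DSB inducer NCS for 30 min.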
KCNH2 WT inh = qHTS for Inhibitors of KCHN2 3.1: Wildtype qHTS; Voltage-gated inwardly rectifying potassium channel KCNH2 (Homo sapiens), Q12809; U2OS, BacMam KCNH2, thallium flux FluxOr; active compounds read low; activity change, % at 1.84 µM; actives 0.37% (n = 340,000); AID 720551, 2013;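 active = maximum activity change below -70%; inconclusive = maximum activity change between -70% and -50%; inactive = maximum activity change above -50%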; note: % is set by controls: 0 for no effect and ±100 for the full control effect
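U2OS cells were transduced with wild-type KCNH2 virus (2.03 x 10^8 / mL) for 4 h at room temperature, then cultured overnight at 37 C. Thallium flux was read with FluxOr dye. Rate constants were normalized to DMSO controls.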
TRPV1 agonist = HTS Assay for Compounds that Act as Agonists of the Vanilloid Receptor 1. Transient receptor potential cation channel subfamily V member 1 (Homo sapiens), Q8NER1. TRPV1-expressing cells, Fluo-8 calcium influx, agonist mode. AID 540275, 2011. actives 0.19% (n = 320,000). activation, % at 8.33 µM; in the data active = activation above about 80%; inconclusive = between about 30% and that limit; note: 0% is about no effect
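Cells expressing TRPV1 were dye-loaded with Fluo-8 and read kinetically: 10 s baseline, 3 min after compound (agonist portion), then 2 min after EC20 capsaicin (allosteric enhancer portion). Calcium-bound dye fluorescence at 480/520 nm.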
Numbers without * were called inactive; i = inactive; ? = inconclusive; . = not tested or not shown; [ ] = remark or other dose. Unless noted, calls come from the whole dose curve; as a rule, active = well fitted curve in the direction sought with a large enough effect; inconclusive = small, poorly fitted or top-dose-only effect, or another doubt; inactive = no such curve, though single readings can be large; an effect the other way counts as inactive or inconclusive.

Values run as follows: MLL CXXC-DNA inh, KCNH2 3.1 inh, MBNL1 CUG block, Integrin act MD, S-ASM inh, GALK inh, Coupling enz, A-T KAP1 phos, KCNH2 WT inh, TRPV1 agonist
- Cc1cc(C)n(C(=O)Cc2cn3ccsc3n2)n1
→ -5%, 2, 4%, 17%, -1%, 4%, -1, -5%, 3, 2
- COc1ccc(Nc2nc3nonc3nc2N2CCCCC2)cc1
→ -7%, 2, ?, 12%, -4%, -3%, -1, -8%, -4, 4
- CCOC(=O)C1=C(C)Nc2ncnn2C1c1cccnc1 (configuration not stated)
→ -1%, -1, -3%, 0%, 17%, -2%, -1, 0%, -11, -2
- c1ccc(COc2cccc(CNCc3cccs3)c2)cc1
→ 15%, -3, ., -18%, 4%, -1%, 0, 5%, -2, 6
- Cc1ccc(NC2CCCN(C(=O)c3cn4cc(Cl)ccc4n3)C2)cc1C (configuration not stated)
→ -11%, 10, -7%, -12%, 19%, -8%, ., -14%, -36, ?
- COc1ccc(CN2CCC(C(=O)N3CCN(c4ccccc4F)CC3)CC2)cc1OC
→ -2%, -2, -3%, -29%, 2%, 2%, -2, 4%, 4, -1
- O=C1N/C(=C/c2ccc(Br)s2)C(=O)N1c1ccccc1
→ 3%, ., 8%, -10%, 20%, 1%, 2, -8%, 0, 1
- CCC(c1nnc(SCC(=O)NNC(=O)c2ccccc2)n1Cc1ccccc1)N(C)C (configuration not stated)
→ ., 30, ., 0%, 4%, ., ., -5%, 8, -1
- Cc1ccccc1-n1c(SC2CCOC2=O)nnc1-c1ccncc1 (configuration not stated)
→ 24%, -2, -8%, -28%, 6%, 2%, -1, -8%, -4, 1
- Cc1ccc(Oc2ccccc2/C=C/C(=O)O)cc1
→ -3%, 1, ?, 41%, -1%, -3%, 3, 4%, 1, 3
- CC(C)c1ccc(C(=O)NC2=NCCS2)cc1
→ 3%, 6, ., 1%, 5%, 1%, 3, 0%, 8, ?
- COc1cccc(Oc2nc3ncn(Cc4ccccc4)c3c(=O)n2C)c1
→ 12%, 11, 1%, -23%, -3%, 0%, -2, 2%, -17, 1
- C/C=C\C(=O)Nc1cccc(C2=NOC3(C2)C[C@@H](C(N)=O)N(C(=O)c2ccc(Cl)cc2)C3)c1 (some centres not stated)
→ 3%, ., -4%, 8%, 0%, 4%, 7, 23%, ., 12
- CC(C)c1ccc(C(=O)COC(=O)C(O)c2ccccc2)cc1 (configuration not stated)
→ ., -7, ., 4%, -2%, ., ., 3%, -5, .
- O=S(=O)(c1ccc(OCC2CO2)cc1)c1ccc(OCC2CO2)cc1 (configuration not stated)
→ -2%, 1, -14%, -31%, 0%, 3%, 7, 0%, 6, 1
- O=C(NCCc1csc(-c2cccc(F)c2)n1)c1ccco1
→ 7%, -14, 10%, 15%, -1%, 5%, ., 0%, -4, ?
- Cc1ccc(N2C(=O)C(Cl)=C(NCCO)C2=O)c(C)c1
→ 12%, 2, ?, -13%, 0%, -6%, 10, 0%, 0, ?
- C=C(C)CSc1nnc(CCCCCNC(=O)OC(C)(C)C)o1
→ -6%, -5, 0%, 32%, 1%, 0%, -1, -2%, -2, 9
- C=CCOc1c(Br)cc(CNn2cn[nH]c2=S)cc1OC
→ 30%, 11, 2%, -18%, -1%, 0%, 10, -5%, -11, 12
- CC(C)CNS(=O)(=O)c1ccc(CCC(=O)NCC2CCCO2)cc1 (configuration not stated)
→ 2%, 2, -7%, ?, 3%, -1%, 2, -6%, -22, 0
- CCc1nnc(NS(=O)(=O)c2ccc(NC(=O)c3cccc4ccccc34)cc2)s1
→ 12%, -5, -3%, 42%, 4%, 5%, 6, -5%, i, 0
- CCOc1c(Cl)cc(Cl)cc1CNCCNCCO
→ 0%, 2, 1%, ?, 6%, -2%, ., 0%, 5, 3
- COc1ccc(C(=O)NC(C)C2CC3CCC2C3)c(OC)c1 (configuration not stated)
→ -8%, -17, 0%, -40%, -1%, 15%, 1, 2%, 0, ?
- CS(=O)(=O)NCc1ccc(C(=O)NCCOc2ccccc2)cc1
→ -9%, 18, -8%, -8%, 4%, -4%, 2, 1%, -4, ?
- COc1ccccc1CN1CCCC(CNC(=O)c2cccc3ccccc23)C1 (configuration not stated)
→ -14%, 4, 3%, 0%, 1%, 1%, 4, -5%, 3, -1
- COc1ccc(CNC(=O)CCC(=O)c2ccc(C)cc2)cc1OC
→ 10%, 24, 1%, 20%, 3%, 1%, 1, -3%, -12, ?
- CCCNC(=O)C(Cc1ccccc1)NS(=O)(=O)c1ccc2c(c1)CCC(=O)N2 (configuration not stated)
→ 13%, -22, 2%, 17%, 2%, 3%, 2, -1%, -4, 2
- CC(C)n1c(N2CCN(C(=O)NCc3ccccc3)CC2)nc2ccccc21
→ 5%, -8, 17%, -11%, 2%, 6%, 2, 17%, 4, ?
- COc1cc(OC)cc(OC(=O)c2cccc(S(=O)(=O)N3CCN(C)CC3)c2)c1
→ ., 8, ., 16%, -1%, ., ., 14%, 1, 9
- Cc1ccccc1Nc1nnc(SCC(=O)NCc2cccs2)s1
→ 2%, 25, -20%, -15%, -3%, 0%, 1, -2%, 0, 5
- NC(=O)c1cc(NC(=O)CCc2nc3ccccc3s2)cc(C(N)=O)c1
→ -3%, 1, -8%, 11%, -1%, 5%, 0, -7%, -2, 3
- COc1ccc(CNC(=O)c2n[nH]c3ccccc23)cc1OC
→ 3%, 9, -5%, -8%, -2%, -8%, 4, -2%, -5, 4
- Cc1ccc(N2CC(C(=O)Nc3nc4ccc(S(C)(=O)=O)cc4s3)CC2=O)cc1C (configuration not stated)
→ -2%, -10, -5%, -45%[inhibitor], ?, -5%, 6, 0%, 0, 0
- O=C(/C=C/c1cccs1)NCc1cccs1
→ ., 1, ., 11%, 1%, ., ., ., 27, .
- COC(=O)c1ccc(/C=N/NC(=O)CC(=O)NC(C)C)cc1
→ -6%, -17, 15%, 7%, -6%, 3%, -1, -13%, 2, 0
- O=C1CC/C=C\C[C@@H](CC(=O)N(CCO)Cc2ccccc2)C(=O)N[C@H](Cc2c[nH]c3ccccc23)CO1
→ ., -6, ., -5%, 5%, ., ., 12%, -12, .
- CCOC(=O)C1=NOC(CNC(=O)c2ccccc2Cl)C1 (configuration not stated)
→ -7%, 8, ., 34%, 1%, 1%, -1, 4%, -19, -2
- O=C(c1ccc([N+](=O)[O-])cc1)N1C=CC(C(F)(F)F)=NCC1
→ -14%, 4, ?, 14%, 4%, -2%, 0, 8%, -13, 0
- CCCC(C)C(=O)OCC(=O)Nc1c(Br)cc(C)cc1Br (configuration not stated)
→ 1%, 0, -8%, 9%, 3%, 2%, 0, 4%, -9, -4
- CN1C(C(=O)NCc2cccc(C(F)(F)F)c2)CC2Cn3c(nc4ccccc43)C21 (configuration not stated)
→ 1%, -13, 5%, 9%, -8%, -2%, 2, -10%, 11, 1
- CN(c1ccc(C(=O)NC2CC2)cc1)S(=O)(=O)c1ccccc1
→ -1%, 3, -5%, 9%, 3%, 1%, -3, -4%, 6, 4
- COc1ccc(NC(=O)/C(Cl)=C(/Cl)S(=O)Cc2ccccc2)cn1 (configuration not stated)
→ -4%, -50, 4%, -47%[inhibitor], -2%, 2%, 2, -10%, 18, 2
- O=C(Nc1ccc(SC(F)F)cc1)c1cc(-c2ccncc2)nc2ccccc12
→ ., -40, ., ?, -26%, ., ., 3%, 3, -1
- CCCCNC(=O)c1ccccc1C(=O)NCCCC
→ 3%, -4, -6%, -4%, 0%, -2%, 2, -1%, -24, 2
- Cc1ccc2nc(NC(=O)CN(C)S(=O)(=O)c3cccc4nsnc34)sc2c1
→ 48%[activator], -2, 13%, -18%, -6%, -2%, 3, 3%, 2, -8
- CC(=O)Nc1ccc(S(=O)(=O)Nc2nc3ccccc3nc2Nc2ccc(S(N)(=O)=O)cc2)cc1
→ -2%, 0, 20%, 1%, ., 0%, 12, 4%, 5, -1
- O=C(CSc1nc2ncccc2[nH]1)Nc1ccccc1-c1ccccc1
→ 4%, 5, -3%, 9%, -2%, 8%, -1, 16%, 1, 2
